Screens deposited in PubChem BioAssay by several laboratories.
CAL PDZ FP-1: CAL PDZ (human) peptide binding inhibition. Q9HD26. purified CAL PDZ, TMR-peptide fluorescence polarization, 1 h. inhibition, % at 24.9 µM. hit rate 0.92% among 300,000. AID 602252;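 active = mean inhibition of at least 30% with at least half of replicates also reaching 30%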;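 note: 0% = DMSO neutral control and 100% = excess unlabeled competitor peptide PRC23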
Cardiac RTF inh: cardiac RTF calcium desensitization; IANBD-labeled cardiac RTF, Ca2+ fluorescence; inhibition, % at 7.15 µM; hit rate 0.12% among 340,000;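 active = inhibition above the mean inhibition of all tested compounds plus 3 SD, cut at about 17% in these data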;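 note: assay run at fixed EC70 calcium of 1.6 mM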
Pemphigus Ab inh: human desmoglein-3 autoantibody binding inhibition; hit rate 0.48% among 310,000; AID 588358; binding (percent of control), % at 10 µM; DSG3-coupled beads, scFv-anti-DSG3-GFP binding, flow cytometry; hits give low values;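 active = binding more than 3 SD below its plate's average and above zero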;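 note: hits lower antibody fragment binding to DSG3; some compounds called inactive have numbers as strong as hits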
Target sequence (P32926 whole entry, looked up, the tested form may be a part): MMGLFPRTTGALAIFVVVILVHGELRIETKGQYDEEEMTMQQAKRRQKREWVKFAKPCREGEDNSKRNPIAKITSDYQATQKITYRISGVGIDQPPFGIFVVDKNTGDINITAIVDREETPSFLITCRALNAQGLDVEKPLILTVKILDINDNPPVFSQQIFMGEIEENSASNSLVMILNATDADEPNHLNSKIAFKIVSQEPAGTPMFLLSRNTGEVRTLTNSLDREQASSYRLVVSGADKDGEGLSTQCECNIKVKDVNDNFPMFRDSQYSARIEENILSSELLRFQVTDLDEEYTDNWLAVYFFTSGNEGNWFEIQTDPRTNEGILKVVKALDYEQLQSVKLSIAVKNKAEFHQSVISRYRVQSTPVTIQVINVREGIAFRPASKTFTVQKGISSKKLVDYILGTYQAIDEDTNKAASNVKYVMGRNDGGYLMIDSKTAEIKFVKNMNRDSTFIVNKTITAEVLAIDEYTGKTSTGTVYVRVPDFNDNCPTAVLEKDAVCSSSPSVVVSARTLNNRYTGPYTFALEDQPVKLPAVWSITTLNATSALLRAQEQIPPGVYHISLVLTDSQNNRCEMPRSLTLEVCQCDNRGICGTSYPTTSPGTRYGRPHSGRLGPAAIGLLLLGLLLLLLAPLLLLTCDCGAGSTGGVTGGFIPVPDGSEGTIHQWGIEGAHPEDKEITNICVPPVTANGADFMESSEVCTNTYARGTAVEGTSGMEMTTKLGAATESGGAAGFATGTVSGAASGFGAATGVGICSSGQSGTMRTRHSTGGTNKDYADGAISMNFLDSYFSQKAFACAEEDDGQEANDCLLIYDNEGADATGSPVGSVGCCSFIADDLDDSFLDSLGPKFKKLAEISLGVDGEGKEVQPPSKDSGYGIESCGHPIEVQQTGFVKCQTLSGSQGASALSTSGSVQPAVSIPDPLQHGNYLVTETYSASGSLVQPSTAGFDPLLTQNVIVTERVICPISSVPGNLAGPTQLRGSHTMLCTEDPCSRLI
CAL PDZ FP-2: blocks peptide binding to human CAL PDZ domain; hit rate 0.02% among 330,000; inhibition, % at 20 µM; Q9HD26; AID 504414; purified CAL PDZ, TMR-peptide fluorescence polarization, 1 h;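 active = highest replicate inhibition of at least 40%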;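 note: plate controls were DMSO neutral control wells for no effect and unlabeled competitor peptide control wells for full effect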
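Assay system – tagged CAL PDZ protein CerCALP, purified · Timing – 1 h at RT · Compound – single point, 20 µM · Measured by – fluorescence polarization from S- and P-plane intensities, G-factor corrected · Evaluation – inhibition from polarization loss · Probe or stimulus – TMR reporter peptide T*-PRC34 · Buffer or medium – pH 7.4 phosphate-saline buffer, reducing agent, detergent, IgG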
V-ATPase pH: yeast V-ATPase proton transport regulation by pHLuorin. response, % at 10 µM. hit rate 0.37% among 350,000. S. cerevisiae, pHLuorin cytosolic pH fluorescence. AID 504577; in the data active = response mostly above about 7.3%, no sharp cut-off; inactive = mostly below about 5.4%; note: actives read high; inactives centre near 0; some compounds called inactive have numbers as strong as hits; reference of the scale not given here
DAGLB inh: blocks human DAGLB lipase activity; Q8NCG7; HEK293T DAGLB membrane lysate, EnzChek fluorogenic substrate; inhibition, % at 5.17 µM; hit rate 0.059% among 340,000; in the data active = inhibition above about 34%;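 note: 0% = enzyme with vehicle and 100% = wells lacking enzyme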
Arr AP2 block: blocks beta-arrestin peptide binding to AP2 adaptin; FITC-arrestin peptide / GST-AP2 beads, flow cytometry; AP2 beta2 appendage carries R879A mutation; inhibition, % at 10 µM; hit rate 0.31% among 340,000; AID 504490;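 active = inhibition above a set limit, near 3 SD of compounds lacking own fluorescence, cut at about 54% in these data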;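 note: plate controls were DMSO wells for no effect and 5 µM unlabelled arrestin peptide for full effect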
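System: GST-AP2 R879A glutathione beads | Also added: FITC-arrestin peptide, 50 nM | Times: 12 min plus 1 h, RT | Signal: Bead flow cytometry, FITC channel | Buffer or medium: PBS with 0.05% Tween 20 and 0.1% BSA | Read-out basis: Percent drop in bead-associated FITC signal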
Keap1 Nrf2 FP: inhibitors of human Keap1-Nrf2 protein-protein interaction | Q14145 | Keap1 Kelch-Nrf2 peptide fluorescence polarization, 1536-well | inhibition, % at 9.4 µM | hit rate 0.15% among 340,000 | AID 504523; in the data active = inhibition above about 12%;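 note: human Keap1 Kelch domain with fluorescein labeled Nrf2 9mer peptide probe; 0% = neutral control wells and 100% = peptide positive control; higher means more block of Keap1 binding to Nrf2 peptide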
LANA DNA inh: blocks KSHV LANA C-terminal domain binding to DNA. MBP-C-LANA/FAM-LBS DNA binding, fluorescence polarization. inhibition, % at 9 µM. hit rate 0.078% among 340,000;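 active = highest replicate inhibition at or above 60% at 9 µM, even if other replicates fall short; inactive = all replicates below 60% inhibition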;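 note: 0% = neutral control wells and 100% = 4 µM acridine orange control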
NSD2 inh: blocks human histone methyltransferase NSD2; inhibition, % at 12.5 µM; NSD2 peptide methylation, AlphaScreen, 120 min; O96028; AID 743445; hit rate 0.54% among 310,000; in the data active = inhibition above about 50%
The depositor's hits bear a star; x = not tested or not shown; & = joins results of further samples. These rows are one share of the data; rates above refer to the full screens.

SMILES	CAL PDZ FP-1	Cardiac RTF inh	Pemphigus Ab inh	CAL PDZ FP-2	V-ATPase pH	DAGLB inh	Arr AP2 block	Keap1 Nrf2 FP	LANA DNA inh	NSD2 inh
CC(OC(=O)/C=C/c1cccc(F)c1)C(=O)NC1CCCCC1C (configuration not stated)	2	0	x	-1.5	-2	-3	0	-7	-0.1	-1
O=C(COC(=O)/C=C/c1ccc(Br)o1)Nc1cccc(S(=O)(=O)N2CCOCC2)c1	-3	-6	90	-1.0	5	-1	-5	-3	1.4	1
N=C(N)c1ccc(OCCCCCOc2ccc(C(=N)N)cc2)cc1	-5	13	100	-2.0	-7	0	24	0	-0.6	x
Cn1c(SCC(=O)N/N=C/c2ccc(O)c(O)c2)nc2ccccc21	x	2	104	-1.0	2	3	45	-6	0.6	32
O=C(c1ccoc1)N1CCC2(CC1)Oc1ccc(Cl)cc1C(=O)C21CC(c2ccccc2)=NO1 (configuration not stated)	-3	-7	103	0.5	-1	-2	28	-2	-0.9	x
CCOC(=O)c1ccc(NC(=O)CN2CCN(Cc3ccccc3)CC2)cc1	3	2	116	-1.3	-1	-1	26	-3	-0.6	21
COc1ccc(NS(=O)(=O)c2c(C(=O)N3CCCCCC3)c(C)n(C)c2C)cc1	8	-4	101	-0.2	-44	-1	12	-3	1.2	3
COc1ccccc1CCc1nnc(N)s1	x	-2	97	-0.3	0	-1	-9	-5	-0.8	7
O=C(NCCCN1CCCCC1)c1ccc2c(c1)NC(=O)c1ccccc1S2	-6	0	105	-1.5	-3	2	-9	3	1.5	9
COc1cccc(CNC(=O)C(=O)NCCc2ccc(OC)c(OC)c2)c1	-2	-9	102	-0.2	-3	1	-4	-3	2.4	0
COc1ccc(/C=N/n2cnc3c([nH]c4ccccc43)c2=O)cc1CO	0	-2	94	-1.7	6	-3	31	5	-0.3	3
Cc1ccc(-n2nnc3c(=O)n(CC(=O)NCc4ccco4)cnc32)cc1	x	-8	103	-1.4	0	0	2	-7	0.4	x

Compound profiles, from the list above. Values in the order: CAL PDZ FP-1 | Cardiac RTF inh | Pemphigus Ab inh | CAL PDZ FP-2 | V-ATPase pH | DAGLB inh | Arr AP2 block | Keap1 Nrf2 FP | LANA DNA inh | NSD2 inh
`CC(OC(=O)/C=C/c1cccc(F)c1)C(=O)NC1CCCCC1C` (configuration not stated) is listed as 2 | 0 | x | -1.5 | -2 | -3 | 0 | -7 | -0.1 | -1
`CCOC(=O)c1ccc(NC(=O)CN2CCN(Cc3ccccc3)CC2)cc1` is listed as 3 | 2 | 116 | -1.3 | -1 | -1 | 26 | -3 | -0.6 | 21
`Cc1ccc(-n2nnc3c(=O)n(CC(=O)NCc4ccco4)cnc32)cc1` is listed as x | -8 | 103 | -1.4 | 0 | 0 | 2 | -7 | 0.4 | x
`COc1ccc(/C=N/n2cnc3c([nH]c4ccccc43)c2=O)cc1CO` is listed as 0 | -2 | 94 | -1.7 | 6 | -3 | 31 | 5 | -0.3 | 3
`O=C(NCCCN1CCCCC1)c1ccc2c(c1)NC(=O)c1ccccc1S2` is listed as -6 | 0 | 105 | -1.5 | -3 | 2 | -9 | 3 | 1.5 | 9

Continued.
SMILES	CAL PDZ FP-1	Cardiac RTF inh	Pemphigus Ab inh	CAL PDZ FP-2	V-ATPase pH	DAGLB inh	Arr AP2 block	Keap1 Nrf2 FP	LANA DNA inh	NSD2 inh
CN1CCN(CC(=O)C23CC4CC(CC(C4)C2)C3)CC1	-1	-14	106	-0.2	1	0	3	2	-0.5	-3
CCOC(=O)N1CCN(C(=S)NC(=O)c2ccnn2C)CC1	-1	2	95	1.3	-1	1	-15	2	-0.6	-2
Cc1nc2ccccn2c1C(=O)NCc1ccc2c(c1)OCO2	-1	3	99	0.7	1	0	35	6	1.8	-4
CCCCN(CCCC)C(=O)CSc1nnc2n(C)c(=O)c3c4c(sc3n12)CCCC4	-2	-1	113	-3.4	1	0	2	-3	-1.0	2
CC(NC1CCCC1)c1ccccc1 (configuration not stated)	x	3	104	-0.1	-1	-2	-17	-6	-0.3	-1
O=C(Nc1ccccc1)c1ccc(OC(=O)c2ccccc2)cc1	-2	-11	124	-0.4	2	0	0	3	-0.7	1
O=CNCCCc1nc2ccccc2n1Cc1cccc2ccccc12	x	-5	103	-3.7	1	3	-3	3	-0.7	-11
COc1ccc(OCC(=O)Nc2cccc(C(=O)Nc3ccccc3C(=O)O)c2)cc1	-4	2	98	-4.8	-1	3	14	-6	0.2	2
O=C(Cc1cccc(NC(=O)C2CCCN(C(=O)C3CCC3)C2)c1)Nc1cccc(C(=O)N2CCCCC2)c1 (configuration not stated)	1	3	106	-1.0	3	-1	11	-5	-0.1	x
Cc1c([N+](=O)[O-])nnn1-c1cc(Cl)cc(Cl)c1	-3	-2	103	-1.7	4	-3	-2	-1	-0.3	4
Cc1cc(C)nc(NS(=O)(=O)c2ccc(Br)s2)c1	x	-5	105	-0.5	-3	-4	-2	-3	1.2	x
COc1ccc(CCNC(=O)c2ccc(Cl)cc2)cc1	0	13	100	-1.3	2	-5	-1	1	0.4	3
COC(=O)[C@H](C)N(Cc1ccc(Cl)c(Cl)c1)S(=O)(=O)CCN1CCN(c2ccccc2)CC1	0	-6	98	-0.8	-1	-3	28	0	1.0	x
CCCCCC(=O)Nc1cccc(C2=NOC3(C2)C[C@@H](C(N)=O)N(C(=O)c2cc([N+](=O)[O-])cc([N+](=O)[O-])c2C)C3)c1 (some centres not stated)	-2	-5	101	-0.5	-4	0	6	1	-3.0	x
CCOC(=O)c1c(S(=O)(=O)NCC(=O)NCc2cccc(C)c2)c(C)n(C)c1C	-5	-10	x	0.0	3	-2	-7	1	-0.8	3
O=C(COc1ccccc1)NC1CCCCC1	-4	-16	103	-0.3	3	0	18	-1	0.1	1
COc1ccccc1-c1c(C(F)(F)F)oc2cc(OCC(=O)Nc3ccccc3C(F)(F)F)ccc2c1=O	0	3	98	-0.4	2	-4	-1	-2	-0.6	0
COc1ccc(N(CC(=O)N2CCc3ccccc32)S(=O)(=O)c2c(C)n[nH]c2C)cc1	-5	-2	99	-0.2	-1	1	5	1	-1.9	x
Cn1nc(-c2ccccc2)c(N2CCCCC2)cc1=O	0	4	100	-0.7	-3	-2	14	x	x	1
Cc1onc(-c2ccccc2)c1C(=O)N1CCN(S(=O)(=O)c2ccc(Cl)cc2)CC1	x	-13	121	0.3	-1	-2	0	-4	-1.8	18
CC(C)(O)CN(C(=O)c1ccccc1)C1CCCCC1	-5	-4	103	0.3	-1	-3	4	-1	-5.0	-3
Cc1ccc(NC(=O)C(=O)NCC2CCCN2S(=O)(=O)c2cccs2)cc1 (configuration not stated)	-1	-13	112	-2.9	6	0	-7	-3	0.5	-1
Cc1ccc(NC(=O)c2ccc(CNc3c(N4CCOCC4)c(=O)c3=O)cc2)cc1	x	-3	99	-0.4	3	0	-4	-1	0.4	x
COC(=O)Nc1ccc(NC(C)=O)cc1	-5	2	119	-0.2	-2	-1	7	0	-1.3	-1
COC(=O)CNS(=O)(=O)c1ccc(Cc2ccc(S(=O)(=O)NCC(=O)OC)cc2)cc1	x	-13	106	3.9	-1	0	-7	-5	1.3	4
Cc1ccc(C)c2sc(NC(=O)c3ccc(N4CCCCC4)c([N+](=O)[O-])c3)nc12	-5	-28	97	-1.5	2	-1	0	-1	-0.2	2
COc1ccc(CNC(=S)Nc2ccc(S(N)(=O)=O)cc2)cc1	x	1	x	-2.4	0	1	0	-8	1.0	-1
CC1CC(C)CN(S(=O)(=O)c2ccc(C(=O)Nc3sccc3C(N)=O)cc2)C1 (configuration not stated)	x	-4	98	0.1	-2	-3	5	-1	0.3	x
Cc1ccc2c(c1)nnn2C1CCN(CC(=O)NNC(=O)c2ccco2)CC1	x	-4	102	0.9	-1	-3	-4	-1	0.2	-1
O=S(=O)(NC1CCCc2ccccc21)c1cnc[nH]1 (configuration not stated)	3	-6	94	-1.0	-2	-1	0	1	3.2	0
CCOc1ccc(NC(=O)CCc2ccc(C)o2)cc1	x	1	100	0.9	-2	-3	24	-3	-0.9	-2
O=C(Nc1ccc2c(c1)OCO2)C1CCN(Cc2cc3c(cc2O)OCO3)CC1	8	-22	102	-3.0	-2	2	24	-2	-1.1	x
COc1ccc(NC(=O)C2C3CCC(O3)C2C(=O)O)cc1OC (configuration not stated)	-8	3	100	-1.5	1	-1	-19	1	-0.9	-1
COc1cc(/C=C/C(=O)O)ccc1OCc1ccccc1C#N	-5	-3	95	-0.7	-2	-2	14	1	-1.3	0
O=C(Cn1nnc(-c2ccccc2)n1)N/N=C/c1cc([N+](=O)[O-])ccc1O	-5	0	113	-0.1	-6	2	7	-2	0.6	0
C/C=C/C(=O)OCC(=O)Nc1ccc(F)cc1Cl	2	-9	92	-0.7	-2	2	15	1	0.1	8

A different layout for four compounds above:
structure | CAL PDZ FP-1 | Cardiac RTF inh | Pemphigus Ab inh | CAL PDZ FP-2 | V-ATPase pH | DAGLB inh | Arr AP2 block | Keap1 Nrf2 FP | LANA DNA inh | NSD2 inh
CCOc1ccc(NC(=O)CCc2ccc(C)o2)cc1 | x | 1 | 100 | 0.9 | -2 | -3 | 24 | -3 | -0.9 | -2
O=C(Nc1ccc2c(c1)OCO2)C1CCN(Cc2cc3c(cc2O)OCO3)CC1 | 8 | -22 | 102 | -3.0 | -2 | 2 | 24 | -2 | -1.1 | x
COc1ccc(NC(=O)C2C3CCC(O3)C2C(=O)O)cc1OC (configuration not stated) | -8 | 3 | 100 | -1.5 | 1 | -1 | -19 | 1 | -0.9 | -1
COc1cc(/C=C/C(=O)O)ccc1OCc1ccccc1C#N | -5 | -3 | 95 | -0.7 | -2 | -2 | 14 | 1 | -1.3 | 0

Further entries
SMILES	CAL PDZ FP-1	Cardiac RTF inh	Pemphigus Ab inh	CAL PDZ FP-2	V-ATPase pH	DAGLB inh	Arr AP2 block	Keap1 Nrf2 FP	LANA DNA inh	NSD2 inh
COc1cccc(CNc2ncnc3ccc(-c4c(C)noc4C)cc23)c1	-5	-8	103	-1.7	0	-1	1	-3	2.6	x
O=C(CSc1nnc(SCc2ccccc2Cl)s1)N/N=C/c1c[nH]c2ccccc12	-2	6	115	-0.4	-1	3	3	-1	1.6	-1
COCCn1c(SCC(=O)Nc2ccc(Cl)cn2)nc2ccccc21	x	-11	101	-1.4	1	-2	0	-2	0.2	11
O=c1c2ccccc2ncn1-c1ccc(Cl)cc1	x	4	118&109	0.1	-4&-4	-1	4&16	-7	-17	-3&-6
Cc1cccc(-n2c(=O)cc(N3CCN(c4ccc(F)cc4)CC3)[nH]c2=O)c1	x	-9	106	-1.3	0	4	20	1	-0.1	x
O=C(COc1cccc(-n2cnnn2)c1)NC1CCCCC1	x	-14	x	0.2	-4	-4	13	1	0.0	-2
CC(=O)c1ccc(N2CCN(CC(=O)Nc3ccccc3N3CCOCC3)CC2)cc1	-6	-9	106	-0.9	11	5	-4	-8	-0.2	-1
O=C(NNc1ccccc1)c1ccc(Cl)c(Cl)c1	-3	-6	89	-0.7	-5	-3	-5	4	-1.3	0
